Assay outcomes as filed in PubChem BioAssay.
AT treatment: potential ataxia-telangiectasia treatments restoring KAP-1 phosphorylation | AID 485349 | 320,000 compounds, 0.19% hits | […] A-T fibroblasts, KAP-1 phosphorylation AlphaLISA; neocarzinostatin DNA damage 30 min before lysis | Potency, µM (doses to about 57.5 µM), without a hit: top-dose activation, usual class: activators; further: potency means the concentration at half of the fitted maximal effect; % of control where 0% means no effect; nearly all actives have a fitted effect of over 45% in size
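ATM-like activity read as KAP-1 phosphorylation via AlphaLISA donor/acceptor antibody pairs after lysis and 6 hr at 25C. Cells were ATM-null patient fibroblasts ([…], hTERT), dosed 60 min, then exposed to the DSB inducer NCS for 30 min.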
Chronic BCR inh: inhibitors of chronic active B-cell receptor signaling; ABC-DLBCL IkBa-CBG/CBR reporter, luminescence ratio, 4 h; Potency, µM (highest dose often 46.1 µM), for the others: at the top dose ratio change, negative = lower green/red ratio, usual class: inhibitors; 340,000 compounds, 0.05% hits; active means well fitted inhibition curve with a large enough effect in the signal ratio, with a control signal flat, not every such curve was filed as active; inconclusive means small, poorly fitted or top-dose-only effect, or effect the other way, or a change in a side signal; the % refers to the signal ratio;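 further: potency means the concentration at half of the fitted maximal effect; plate controls were basal doxycycline-induced cells for no effect and cells given 10 µM MG132 for full effect; MG132 reads +100%, hits lower the ratio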
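TMD8 ABC-DLBCL cells carrying doxycycline-inducible green luciferase fused to IkappaBalpha plus unfused red luciferase were exposed to compounds (up to 46 uM) for 4 hrs at 37C. Activity came from the overlap-corrected green/red luminescence ratio.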
Giardia killer: kills Giardia lamblia; activity change, % at 7.66 µM, hits read low; Giardia lamblia trophozoite viability; 340,000 compounds, 0.15% hits; AID 540267; in the data active means activity change below about -80%; inconclusive means between about -30% and that limit;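 further: parasites exposed to compound for two days anaerobically before the ATP read; on the % scale 0 is the no-effect control and ±100 the full control effect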
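Luminescent ATP signal served as the viability read-out, measured 15-30 min after adding ATP detection reagent to trophozoites that had been incubated with compounds for 48 hrs at 37 deg C anaerobically at 100 cells/well.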
Coupling enz: inhibits coupling enzyme system, counter-screen for aldolase hits | 290,000 compounds, 0.67% hits | coupling enzyme system counterscreen, AmpLite Red fluorescence | activity change, negative = inhibition, % at 58.2 µM, hits read low; in the data active means activity change below about -30%; further: on the % scale 0 is the no-effect control and ±100 the full control effect
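Counterscreen of the coupled detection system alone, without aldolase: glyceraldehyde-3-phosphate coupling enzymes plus AmpLite Red readout. Compounds at 57.5 uM final, 10 min RT preincubation, 20 min RT reaction, fluorescence 525/598 nm.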
Tb PFK block: inhibitors of T. brucei phosphofructokinase; O15648; T. brucei PFK, ADP-Glo luminescence; Potency, µM (titrated, usually from 57.5 µM), without a hit: at the highest dose activity, negative = inhibition, most hits filed as inhibitors; 330,000 compounds, 0.17% hits; AID 485367;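 further: potency means the concentration at half of the fitted maximal effect; 0% = uninhibited 1x PFK enzyme wells and -100% = no-enzyme wells; nearly all actives have a fitted effect of over 60% in size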
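Activity is normalized to no-enzyme wells (full inhibition) and 1.25 nM enzyme wells (no inhibition). Reaction: 0.5 mM F6P, 0.1 mM ATP, 45 min RT, ADP-Glo luminescence; concentration-response curves fitted and classed by quality.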
TSHR antag: antagonists of human thyroid stimulating hormone receptor; P16473; TSHR-expressing cells, TSH-stimulated cAMP HTRF, 2 h; active compounds read low; activity change, negative = inhibition, % at 11.5 µM; 330,000 compounds, 0.2% hits; AID 504810;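 active means activity change below a set negative limit, meaning inhibition stronger than a set level, cut at about -70% in these data; inconclusive means activity change between two set negative limits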; further: on the % scale 0 is the no-effect control and ±100 the full control effect
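Freshly harvested TSHR cells receive pin-tooled compound, then EC80 TSH at 4nM final. After 2 hours at 37 deg C, antibody in lysis buffer and cAMP-d2 are added; 30 minutes at ambient temperature precede the HTRF read.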
GALK inhibitor: blocks human galactokinase activity | Potency, µM (top dose mostly 57.5 µM), inactives show at the highest dose activity change, negative = inhibition, usual class: inhibitors | Purified GALK, Kinase-Glo residual ATP luminescence | 270,000 compounds, 0.007% hits | AID 1868; further: potency means the concentration at half of the fitted maximal effect; on the % scale 0 is the no-effect control and ±100 the full control effect
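GALK at 5 nM final was combined with compound, 35 uM ATP and 100 uM galactose in HEPES pH8.0 with MgCl2 and DTT. The reaction ran one hour at room temperature before luminescent ATP detection.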
TCR activator: activators of T cell receptors; Potency, µM (highest dose often 9.22 µM), for inactives: at the highest dose activation of IL-2 secretion, hits mostly activators; primary human leukocytes, anti-CD3, IL-2 HTRF, 48 h; 330,000 tested, under 10 active; further: % of control where 0% means no effect
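Using a-CD3 beads without co-stimulation, primary human leukocytes were exposed to compounds for 48 hr. An HTRF IL-2 kit measured the cytokine, with europium-to-d2 energy transfer producing emission at 665nm upon 320nm excitation.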
MLL CXXC-DNA inh: MLL CXXC-DNA interaction inhibition; Q03164; MLL-CXXC / FITC-HOXA9 DNA fluorescence polarization; Potency, µM (doses to about 115 µM), inactives show at the top dose activity change, negative = inhibition, actives largely listed as inhibitors; 290,000 compounds, 0.037% hits; active means well fitted inhibition curve with a large enough effect in the polarisation, with a control signal flat, not every such curve was filed as active; inconclusive means small, poorly fitted or top-dose-only effect, or effect the other way, or a change in a side signal; inactive means no such curve, though single readings can be large or run the other way; the % refers to the polarisation; further: potency means the concentration at half of the fitted maximal effect
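Steps: dispense CXXC domain solution (7 uM) → pin compounds or unlabeled HOX-A9 DNA control → 5 min ambient → add FLSN-HOX-A9 solution (50 nM) → spin → 30 min ambient → fluorescence polarization. Tris pH 7.5/NaCl/DTT/BSA buffer.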
hERG WT inh: inhibitors of human wildtype KCNH2 potassium channel; Q12809; 340,000 compounds, 0.37% hits; U2OS, BacMam KCNH2, thallium flux FluxOr; active compounds read low; activity change, % at 1.84 µM;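 active means maximum activity change below -70%; inconclusive means maximum activity change between -70% and -50%; inactive means maximum activity change above -50%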; further: on the % scale 0 is the no-effect control and ±100 the full control effect
Target sequence (Q12809 whole entry, looked up): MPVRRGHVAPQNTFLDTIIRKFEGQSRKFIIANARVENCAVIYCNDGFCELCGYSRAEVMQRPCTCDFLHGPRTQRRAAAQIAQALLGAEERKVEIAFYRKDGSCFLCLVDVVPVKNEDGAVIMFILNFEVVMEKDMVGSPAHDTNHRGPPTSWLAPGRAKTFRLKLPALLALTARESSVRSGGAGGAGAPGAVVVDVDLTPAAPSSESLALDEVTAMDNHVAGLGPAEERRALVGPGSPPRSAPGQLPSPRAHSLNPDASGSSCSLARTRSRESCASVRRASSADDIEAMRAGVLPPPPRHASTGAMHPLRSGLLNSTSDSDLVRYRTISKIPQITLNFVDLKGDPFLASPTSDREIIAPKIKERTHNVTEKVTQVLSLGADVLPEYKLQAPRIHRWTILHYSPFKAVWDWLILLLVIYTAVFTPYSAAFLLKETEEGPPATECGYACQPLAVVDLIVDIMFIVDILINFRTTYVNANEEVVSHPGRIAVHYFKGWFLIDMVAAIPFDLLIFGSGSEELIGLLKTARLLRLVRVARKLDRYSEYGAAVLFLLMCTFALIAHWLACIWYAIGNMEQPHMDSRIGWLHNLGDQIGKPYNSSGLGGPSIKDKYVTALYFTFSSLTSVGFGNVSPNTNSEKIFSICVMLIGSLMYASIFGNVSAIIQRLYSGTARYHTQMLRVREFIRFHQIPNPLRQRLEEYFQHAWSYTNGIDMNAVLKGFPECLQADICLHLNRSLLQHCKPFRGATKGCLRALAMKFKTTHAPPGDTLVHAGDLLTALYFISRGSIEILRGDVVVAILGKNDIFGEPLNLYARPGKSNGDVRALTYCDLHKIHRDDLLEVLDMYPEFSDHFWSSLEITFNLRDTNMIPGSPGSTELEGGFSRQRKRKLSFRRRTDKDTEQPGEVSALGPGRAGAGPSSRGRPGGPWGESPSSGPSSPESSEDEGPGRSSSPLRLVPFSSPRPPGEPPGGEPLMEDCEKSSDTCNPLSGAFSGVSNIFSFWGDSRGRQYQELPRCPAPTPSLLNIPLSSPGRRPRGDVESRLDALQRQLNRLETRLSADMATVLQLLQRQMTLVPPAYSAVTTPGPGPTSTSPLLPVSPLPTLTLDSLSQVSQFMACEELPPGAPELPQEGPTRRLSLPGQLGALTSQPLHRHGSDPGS
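U2OS cells transduced with wild-type KCNH2 virus are loaded with FluxOr dye for 45 min, and thallium flux is measured in kinetic reads before and after stimulation buffer. Rate constants are normalized to DMSO controls.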
The depositor's hits bear a star; ? = inconclusive; . = no result given; & = joins results of further samples; [ ] = another dose, or the depositor's remark. Unless noted, the call rests on the fitted dose curve; in most records, active means well fitted curve in the direction sought with a large enough effect; inconclusive means small, poorly fitted or top-dose-only effect, or another doubt; inactive means no such curve, though single readings can be large; an effect the other way counts as inactive or inconclusive.

SMILES	AT treatment	Chronic BCR inh	Giardia killer	Coupling enz	Tb PFK block	TSHR antag	GALK inhibitor	TCR activator	MLL CXXC-DNA inh	hERG WT inh
Cc1cc(-c2ccccc2)nnc1NCCN1CCOCC1	-2%	?	1	6&-1&1	-1%	4	-1%	3%	4%&12%	1
Cc1ccc(CN2CCN(Cc3cccc4nccnc34)CC2CCO)cc1 (configuration not stated)	-11%	-6%	-6	2	-2%	2	4%	-3%	-2%	11
CCCn1cnc2c1c(=O)n(CCCCC(C)=O)c(=O)n2C	.	.	-14	.	.	-18	.	1%	8%	.
CC(=O)OCC1=C[C@@H]2OC(=O)C3=CO[C@@H](O[C@@H]4O[C@H](CO)[C@@H](O)[C@H](O)[C@H]4O)[C@H]1[C@@H]32	3%	-4%	-3	.	3%	41	.	0%	.	-2
CC[N+](C)(CC)CCOC(=O)C(O)(c1ccccc1)C1CCCCC1 (configuration not stated)	-9%	4%	3	2	-1%	-6	1%	-4%	5%	-9
COc1ccc(/C=C/C(=O)Nc2ccccc2C(=O)O)cc1OC	-1%	?	10	6&2	?	-19&22&-10	1%&-1%	2%	?	.
CC(=O)c1ccc2c(c1)N(CCCN(C)C)c1ccccc1S2	.	.	57[activator]	2	.	.	.	-2%	-1%[51.4 µM]	11
CC(COc1ccccc1)NC(C)C(O)c1ccc(O)cc1 (configuration not stated)	3%	-24%	19	5&4	?	-31	-1%	-8%	12%	-6
CCCCCCO	8%	2%	-17	.	0%	15	.	-3%	.	0
Oc1ccc(/C=C/c2cc(O)cc(O)c2)cc1	-5%	?	-24	3&5&1	15%	9&-14	1%	2%	8%&-2%	2
NC(=O)c1cccc(-c2cc(Nc3ccc(OC(F)(F)F)cc3)ncn2)c1	-18%	?	-13	1	2%	17	-2%	-6%	20%	.
COC(=O)c1ccc(O)cc1	0%	3%	4	1&1	-8%	-6	-1%	-3%	-8%&4%	-7
COc1ccc(C(=O)NCc2ccc(OCCN(C)C)cc2)cc1OC	.	.	4	.	.	.	.	9%	-7%	6
CCOc1ccccc1C(N)=O	.	.	-7	.	.	.	.	-7%	-5%	-10
CC(=O)NC(Cc1ccccc1)C(=O)O (configuration not stated)	6%	1%	-10	-3	1%	-2	0%	17%	-5%	0
CC(C(=O)O)c1ccc(C(=O)c2cccs2)cc1 (configuration not stated)	-1%	1%	46[activator]	11	0%	6	.	-14%	.	-4
COc1ccccc1N1CCN(CCCNc2cc(=O)n(C)c(=O)n2C)CC1	.	-17%	.	8&3&3&2	-1%	-17&4	1%	.	-2%&1%	8
O=C(CCN1CCC(c2ccccc2)C1)c1ccc2c(c1)OCCO2 (configuration not stated)	-1%	?	3	1	?	-23	0%	5%	5%&8%	72
C/C=C(/C)C(=O)O[C@@H]1c2c(ccc3ccc(=O)oc23)OC(C)(C)[C@@H]1OC(=O)/C(C)=C\C	-9%	?	-25	0	-1%	-12	.	4%	7%	1
CC[n+]1c(C)sc2cc(OC)ccc21	-3%	?	17	3	8%	-2	4%	-80%	9%	14

In another format: 4 of the compounds above
molecule: CC[n+]1c(C)sc2cc(OC)ccc21
  AT treatment: -3% | Chronic BCR inh: ? | Giardia killer: 17 | Coupling enz: 3 | Tb PFK block: 8% | TSHR antag: -2 | GALK inhibitor: 4% | TCR activator: -80% | MLL CXXC-DNA inh: 9% | hERG WT inh: 14
molecule: CC(=O)OCC1=C[C@@H]2OC(=O)C3=CO[C@@H](O[C@@H]4O[C@H](CO)[C@@H](O)[C@H](O)[C@H]4O)[C@H]1[C@@H]32
  AT treatment: 3% | Chronic BCR inh: -4% | Giardia killer: -3 | Coupling enz: . | Tb PFK block: 3% | TSHR antag: 41 | GALK inhibitor: . | TCR activator: 0% | MLL CXXC-DNA inh: . | hERG WT inh: -2
molecule: Cc1cc(-c2ccccc2)nnc1NCCN1CCOCC1
  AT treatment: -2% | Chronic BCR inh: ? | Giardia killer: 1 | Coupling enz: 6&-1&1 | Tb PFK block: -1% | TSHR antag: 4 | GALK inhibitor: -1% | TCR activator: 3% | MLL CXXC-DNA inh: 4%&12% | hERG WT inh: 1
molecule: CCCCCCO
  AT treatment: 8% | Chronic BCR inh: 2% | Giardia killer: -17 | Coupling enz: . | Tb PFK block: 0% | TSHR antag: 15 | GALK inhibitor: . | TCR activator: -3% | MLL CXXC-DNA inh: . | hERG WT inh: 0

The list goes on:
SMILES	AT treatment	Chronic BCR inh	Giardia killer	Coupling enz	Tb PFK block	TSHR antag	GALK inhibitor	TCR activator	MLL CXXC-DNA inh	hERG WT inh
O=C(CCNNC(=O)c1ccncc1)NCc1ccccc1	27%	-1%	1	1&-2	-7%	-2&-6	-1%	-2%	11%&-9%	-11
CN1CCN(C(c2ccccc2)c2ccccc2)CC1	2%	4%	-17	-5&4	-12%	.	.	2%	-2%[51.4 µM]	1
CC12CCC(CC1)C(C)(C)O2	.	.	0	2	.	.	.	-23%	0%	0
CN1CCN(CCC(=O)N2c3ccccc3Sc3ccc(C(F)(F)F)cc32)CC1	4%	?	13	0	-1%	3	0%	0%	1%&4%	-1
CCC(C)n1ncn(-c2ccc(N3CCN(c4ccc(OCC5COC(Cn6cncn6)(c6ccc(Cl)cc6Cl)O5)cc4)CC3)cc2)c1=O (configuration not stated)	.	?	-14	-1&2&0	5%&-2%	-39&4	2%&1%	4%	3%&2%	-2
OC(C#CCN1CCCC1)(c1ccccc1)c1ccccc1	1%	0%	-18	.	0%	0	4%	-2%	-6%&-12%	11
COc1cc2c(c(OC)c1OC)-c1c(cc3c(c1OC)OCO3)[C@@H](OC(C)=O)[C@H](C)[C@H](C)C2	-3%	1%	-1	-2	3%	-7	0%	0%	-1%	-5
CC(=O)Nc1ccc(C(=O)O)cc1	9%	2%	8	.	2%	0	.	-4%	16%	4
CCOc1ccc(C(=O)OCCN(CC)CC)cc1	-3%	-12%	2	6&2	0%	3	-2%	2%	-12%&9%	7
CCN(CC)CCOC(=O)C1(c2ccccc2)CCCC1	.	6%	8	1	-4%	8	3%	-6%	-2%&0%	2

Part of the list above with just Coupling enz and Chronic BCR inh:
mol	Coupling enz	Chronic BCR inh
OC(C#CCN1CCCC1)(c1ccccc1)c1ccccc1	.	0%
COc1cc2c(c(OC)c1OC)-c1c(cc3c(c1OC)OCO3)[C@@H](OC(C)=O)[C@H](C)[C@H](C)C2	-2	1%

Further records.
SMILES	AT treatment	Chronic BCR inh	Giardia killer	Coupling enz	Tb PFK block	TSHR antag	GALK inhibitor	TCR activator	MLL CXXC-DNA inh	hERG WT inh
CC(=O)c1ccc(S(=O)(=O)NC(=O)NC2CCCCC2)cc1	18%	?	-1	1	-1%	12&16	.	-9%	28%	-10
COc1ccc(C(=O)CC(=O)c2ccc(C(C)(C)C)cc2)cc1	.	.	-10	1	.	.	.	-15%	0%	5
CCCNC(C)C(=O)Nc1c(C)csc1C(=O)OC (configuration not stated)	-5%	-6%	9	.	-5%	-3	.	-15%	.	5
CCOc1ccc(NC(=O)Cn2cc(C(=O)c3ccco3)c3ccccc32)cc1	-4%	-11%	-3	4	3%	12	0%	4%	-6%	2
CCc1cc(=O)oc2c(CNC(Cc3ccccc3)C(=O)O)c(O)ccc12 (configuration not stated)	-3%	6%	14	-2	1%	-4	.	-2%	7%	-3
O=C(NCCc1c[nH]c2ccccc12)c1cccnc1	.	?	6	-2	-11%	-26	-3%	3%	-5%&-2%	-1
C[C@]12CCC(=O)C=C1CC[C@@H]1[C@@H]2CC[C@@]2(C)[C@H]1CC[C@]2(O)C(=O)CO	-2%	?	2	0	-5%	-12&-43	4%	1%	5%&-8%	-7

An excerpt, so the mix of outcomes need not match the whole.
